Screening data deposited in PubChem by several laboratories.
CHOP inh = blocks CHOP induction under ER stress. CHO-K1 CHOP-promoter luciferase, tunicamycin-induced, 15-18 h. AID 2732. actives 3.8% (n = 220,000). inhibition, % at 10 µM;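 active = compounds that reduced the stress-induced luciferase reporter signal by more than about 70% of percent inhibition, limit read from the data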;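 note: 0% = tunicamycin plus vehicle and 100% = wells without tunicamycin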
NPY2 pot ag = potentiators or agonists of human neuropeptide Y receptor Y2 | cells expressing NPY-Y2, potentiator/agonist read-out | activation, % at 3.6 µM | actives 0.45% (n = 220,000) | AID 1359 | P49146; in the data active = activation above about 27%;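 note: cells stimulated with NPY near EC25 plus isoproterenol at EC100; 0% = vehicle plus submaximal agonist and 100% = vehicle plus saturating agonist; some results beyond the cut were filed as inactive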
Target sequence (P49146 whole entry, looked up): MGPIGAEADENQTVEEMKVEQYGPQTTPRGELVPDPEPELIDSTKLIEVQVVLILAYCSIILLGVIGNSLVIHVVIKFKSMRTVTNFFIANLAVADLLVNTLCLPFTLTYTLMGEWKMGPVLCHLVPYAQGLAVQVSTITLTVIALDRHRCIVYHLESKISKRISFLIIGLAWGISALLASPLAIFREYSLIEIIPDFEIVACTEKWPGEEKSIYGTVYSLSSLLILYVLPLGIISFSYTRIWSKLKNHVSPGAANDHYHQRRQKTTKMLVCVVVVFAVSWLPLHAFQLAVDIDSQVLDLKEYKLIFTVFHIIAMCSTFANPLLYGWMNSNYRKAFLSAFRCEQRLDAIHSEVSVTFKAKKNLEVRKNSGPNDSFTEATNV
S1P4 antag = antagonists of human S1P4 receptor. inhibition, % at 4.98 µM. actives 0.26% (n = 220,000). S1P4-expressing cells, antagonist mode, reporter read-out. O95977; in the data active = inhibition above about 29%;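 note: 0% = wells stimulated with agonist and 100% = vehicle wells without agonist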
NPY-Y1 PAM-ag = potentiators or agonists of human neuropeptide Y receptor Y1; P25929; NPY-Y1 expressing cells, potentiator/agonist activation; activation, % at 3.6 µM; actives 0.37% (n = 220,000); AID 1304; in the data active = activation above about 33%, passing the limit was not always enough;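 note: cells stimulated with NPY at EC10 then isoproterenol at EC100; 0% = low agonist plus stimulus and 100% = saturating agonist plus stimulus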
S1P4 ag = agonists of human S1P4 receptor; O95977; S1P4-expressing cell line, agonist reporter assay; actives 0.35% (n = 220,000); activation, % at 4.98 µM; in the data active = activation above about 11%;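 note: 0% = DMSO vehicle and 100% = reference agonist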
EP2 mod = EP2 receptor (human) modulation | EP2-expressing cells, cAMP HTRF FRET, PGE2 co-stimulation | induction, % at 25 µM | actives 0.83% (n = 260,000);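 active = compounds whose cAMP rise, as percent of the full-agonist control response, exceeds 60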;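 note: rat C6 glioma line stably carrying human EP2 under a CMV promoter; the protocol text gives 20 µM as final concentration; 100% = response of wells given 1 µM PGE2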
Target sequence (P43116 whole entry, looked up): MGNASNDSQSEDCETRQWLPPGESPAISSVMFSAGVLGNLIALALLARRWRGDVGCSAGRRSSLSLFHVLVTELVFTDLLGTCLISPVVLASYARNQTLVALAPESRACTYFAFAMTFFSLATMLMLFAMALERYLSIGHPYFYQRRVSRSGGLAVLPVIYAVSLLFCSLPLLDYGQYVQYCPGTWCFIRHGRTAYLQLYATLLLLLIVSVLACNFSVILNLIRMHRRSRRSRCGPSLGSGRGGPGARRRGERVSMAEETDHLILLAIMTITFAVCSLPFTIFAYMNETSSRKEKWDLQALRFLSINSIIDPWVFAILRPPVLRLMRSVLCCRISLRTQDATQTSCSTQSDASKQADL
NPY Y1 blocker = blocks the human neuropeptide Y Y1 receptor | P25929 | HEK293-CNG Y1 cells, membrane potential fluorescence; NPY at EC95, then isoproterenol | inhibition, % at 3.6 µM | actives 1% (n = 200,000) | AID 1040;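 active = inhibition above the campaign mean inhibition of all tested compounds plus 3 SD, cut at about 20% in these data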;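 note: 0% = DMSO wells given NPY plus isoproterenol and 100% = isoproterenol alone without NPY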
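Test system – HEK293 Y1/CNG channel cell line · Also added – NPY agonist 25 nM, then isoproterenol 1 µM plus Ro 20-1724 25 µM · Compound dosing – one concentration, 3.6 µM, in 0.4% DMSO · Schedule – compound incubation 1 h at room temperature, readout 45 min post-stimulation · Technique – fluorescence, membrane potential probe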
zfTRPN1 agonist = zebrafish TRPN1 (NompC) channel agonism | actives 0.18% (n = 220,000) | HEK293 zebrafish TRPN1-YFP, Fluo-8 calcium fluorescence; 100% = response to 87 µM carbachol | activation, % at 3 µM;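 active = activation above its plate's cutoff, the mean activation of test wells on that plate plus 3 SD, cut at about 19% in these data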;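 note: 0% = DMSO alone and 100% = 87 µM carbachol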
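Control set: carbachol 87 µM as high control, DMSO as low control; system: HEK293 stable line with zebrafish TRPN1-YFP; read-out: % activation versus carbachol response; detection: intracellular calcium fluorescence with Fluo-8; doses: single test compound dose, 3 µM nominal, 0.3% DMSO; schedule: dye 1 h 37 °C plus 30 min RT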
TRPML3 ag = agonists of human TRPML3 channel; Q8TDD5; HEK293 TRPML3-YFP, Fluo-8 calcium fluorescence; 100% = the carbachol control signal; activation, % at 3 µM; actives 0.29% (n = 220,000);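 active = activation above its plate's cutoff, the mean activation of the plate's test wells plus 3 SD, cut at about 12% in these data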;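 note: 0% = DMSO only wells and 100% = carbachol wells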
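Test system – HEK293 line with stable expression of human TRPML3-YFP channel · Control set – carbachol 87 µM final as high control (100%), DMSO as low control (0%) · Signal – Fluo-8 calcium dye fluorescence, ex 470-495, em 515-575 nm · Incubation – 1-h 37 °C dye load, 5-s basal, 120-s post-compound reads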
Numbers without * were called inactive; x = not tested or not shown; & = joins results of further samples.

SMILES	CHOP inh	NPY2 pot ag	S1P4 antag	NPY-Y1 PAM-ag	S1P4 ag	EP2 mod	NPY Y1 blocker	zfTRPN1 agonist	TRPML3 ag
CCCCOCCCNC(=O)c1ccc([N+](=O)[O-])c(C)c1	-0.6	2.7	-3.3	-24.5	-0.8	5.5	5.8	0.4	0.5
CN(C)/C=N/c1sc2c(c1C#N)CC(C)(C)NC2(C)C	43.7	-5.8	-1.4	-25.9	0.2	6.7	2.1	0.6	0.3
CCOC(=O)C1=NN(c2ccccc2)C(=O)/C1=C\c1ccc(N(C)C)cc1	-81.1	6.7	4.7	-7.8	0.2	-14.1	13.3	1.0	1.1
CCCCNC(=O)c1cc2c(-c3ccc(Cl)cc3)nn(C)c2s1	36.8	0.8	-7.0	-7.8	-0.5	-8.0	2.4	-1.3	-0.6
O=C1OC(Cc2ccccn2)C(O)=C1C1=NCCCN1 (stereo not drawn)	-20.1	2.1	-2.7	-17.2	0.7	6.3	1.0	0.5	0.5
Cc1cccc(NC(=S)NNC(=O)CC(C)O)c1C (stereo not drawn)	-3.8	-4.0	7.2	-2.8	-1.1	15.5	5.9	3.4	0.1
CC(C)(C)NC(=O)NC(=O)CSc1nncs1	-5.5	-11.2	-13.8	-5.8	1.2	-15.0	1.3	0.8	0.3
Cc1ccc(Nc2c(N)c(=O)oc3ccccc23)cc1	43.0	-20.3	-8.6	-15.8	1.3	29.9	7.4	-0.6	-1.2
CCN(CC)c1nc2cc(OC)ccc2cc1C#N	52.7	15.1	-3.5	-1.9	2.2	22.3	2.8	-0.5	-1.3
CCCCOP(=O)(c1ccc(N(C)C)cc1)C(Nc1ccccc1)c1ccccc1 (stereo not drawn)	49.8	18.0	-23.1	3.0	1.1	58.1	13.7	-2.5	-0.1
N#CCSc1nc2cc(C(=O)N3CCC(C(N)=O)CC3)ccc2c2nc3ccccc3n12	38.6	-11.2	-7.1	-18.0	0.9	37.4	0.1	0.9	0.2
CC(=O)c1cc(F)c(N2CCN(C(=O)C(C)(C)C)CC2)cc1C	9.3	-11.2	12.6	-2.1	-1.1	-19.6	7.7	2.2	1.1
CC(C)n1cc(/C=C2/NC(=O)N(c3cccc(Cl)c3)C2=O)c2ccccc21	20.7	10.5	2.1	5.0	2.1	-17.6	-0.2	-0.6	0.2
c1ccc(-c2nn[nH]n2)cc1	-0.1	21.1	-16.4	2.8	3.3	2.4	x	0.6	0.7
CCOC(=O)c1cc(-c2ccc(C)cc2)n(CCC(=O)NCCCOC)c1C	8.4	10.2	-28.4	17.4	0.5	11.4	4.5	-1.5	-0.3
CC(C)Cc1cc(C(=O)Nc2c(F)cc(F)cc2Br)no1	36.5	-3.2	-5.0	-34.8	3.7	9.2	6.3	-1.7	-0.6
N#Cc1nc(-c2ccccc2Cl)oc1N1CCCCC1	45.6	-16.8	8.1	-22.4	0.9	63.1*	4.9	-1.3	-0.7
Cc1nnc(NC(=O)CN2C(=O)c3ccccc3S2(=O)=O)s1	6.6	15.0	4.0	-1.9	0.2	0.3	3.7	-0.1	0.1
O=C(Nc1cccc(S(=O)(=O)N2CCCCCC2)c1)c1cc(=O)c2ccccc2o1	61.7	-6.8	3.1	10.0	0.3	-39.1	-3.0	1.3	0.8
CCCCc1c(C)nc2cc(-c3ccco3)[nH]n2c1=O	-5.2	10.9	-2.0	8.6	0.1	-10.1	x	1.6	0.0
CC(=O)Nc1ccc(NS(=O)(=O)c2cc([N+](=O)[O-])ccc2C)cc1	-8.0	-12.4	4.0	-0.1	-1.1	-16.7	2.5	0.8	0.9
CCOC(=O)N1CCN(C(=O)Cn2cc3c(n2)CCCC3)CC1	1.2	1.9	-4.0	-2.5	0.5	-5.2	0.2	1.0	0.4
CCc1ccc(C2=NN(CCC(=O)NCc3cccs3)C(=O)CC2)cc1	11.8	-15.3	5.4	-23.6	1.1	-4.0	4.0	-2.7	-2.5
Cc1nc(C)c(NC(=O)N2CCc3ccccc32)cc1NC(=O)N1CCc2ccccc21	42.7	-3.3	1.9	-30.6	-0.2	14.5	3.0	-1.5	-0.3
C=CCn1c(O)c(CN2CCN(Cc3ccccc3)CC2)c(C)c(C#N)c1=O	6.5	-5.0	-10.6	1.8	-0.1	-2.9&0.9	-2.0	2.1	0.9
Cc1ccc(S(=O)(=O)N(C)CC(=O)NC2CCCC2)cc1	36.5	16.1	-13.5	-35.4	0.4	10.6	-4.6	1.1	0.5
COc1ccc2c(c1)c(C(=O)O)c(C)n2-c1ccccc1	13.5	-0.1	-5.5	-6.9	0.7	-4.9	x	-0.3	0.6
COc1ccc(CN2C3CCCC2CC(NC(=O)Nc2ccccc2C)C3)cc1 (stereo not drawn)	0.9	2.5	-3.7	-28.8	0.6	-64.4	-2.1	1.4	0.9
COC(=O)[C@@H](NC(=O)NCc1cccc(OC)c1)C(C)C	-11.2	0.5	-16.4	4.6	0.7	10.9	0.9	-0.4	-0.1
CS(=O)(=O)N1CCC(C(=O)N2CCN(c3cccc(Cl)c3)CC2)CC1	17.5	13.1	-1.7	11.9	-0.1	-9.2	3.0	-1.1	0.7
CCN(CC)Cc1csc(C(N)=O)c1	5.1	-5.2	-13.9	-18.2	-1.5	25.8	2.3	0.0	-0.4
O=C1S/C(=C\c2ccc(N3CCOCC3)o2)C(=O)N1c1ccccc1	-23.0	8.0	0.4	8.6	-1.2	-32.7	1.5	2.4	1.0
CCCCc1c(O)nc(SCC(=O)NCCc2ccc(OC)c(OC)c2)[nH]c1=O	-6.9	0.1	19.8	0.1	-2.8	5.1	4.5	1.0	0.3
CCCCN(CCCC)C(=O)c1cc2ccccc2c(=O)o1	46.0	-2.2	-14.6	-0.7	0.2	-2.7	6.9	-1.6	0.0
CCN1CCN(S(=O)(=O)c2cc(OC)ccc2OC)CC1	30.9	2.7	-14.7	-23.0	-0.2	35.4	-2.4	0.5	1.0
O=C(Nc1ccccc1)Nc1ccccn1	28.2&-8.3	9.1&-3.6	-13.6&-5.1	8.9&9.0	1.1&0.7	1.1&-24.0	-1.1	-1.7&-1.3	0.9&0.6
Cc1noc(C)c1COC(=O)CCc1nc2ccccc2s1	23.9	8.3	2.9	20.6	-0.3	-7.6	11.6	-1.0	-0.6
Cc1cc(C)cc(-n2nnnc2SCC(=O)Nc2nc(-c3ccc(Cl)cc3)cs2)c1	76.2*	21.7	-9.7	1.7	0.6	5.4	3.0	1.4	0.0
Cc1ccc2nsnc2c1N	4.6	8.8	14.8	0.6	1.5	14.3	0.6	1.6	0.9
Cc1cccnc1CCNC(=O)CCc1nnc(CCc2ccccc2)o1	5.0	10.3	0.8	4.4	0.7	8.3	4.8	-1.2	0.8
CN(CCCNC(=O)c1ccc(N2CCCC2=O)cc1)c1ccccc1	16.1	-10.2	8.7	-4.0	0.7	-64.3	2.5	2.9	0.6
C/C(=N\OC(=O)Nc1ccc(Cl)cc1)c1ncc(C(F)(F)F)cc1N1CCOCC1	15.0	0.5	1.5	12.3	0.9	-35.1	4.3	-0.6	0.9
CC(C)Oc1ccc(C(=O)Nc2ccc(C(F)(F)F)n(C)c2=O)cc1	-5.7	1.7	-12.0	-3.1	-1.1	-2.2	-3.5	-0.3	0.7
CC(C)CC(=O)Nc1ccccc1-c1nnn(CC(=O)N2CCc3ccccc3C2)n1	26.6	3.2	7.4	2.0	-1.8	-4.3	4.4	-0.3	-1.2
CCN(CC)C(=O)C12CC3CC(CC(Br)(C3)C1)C2	-0.2	11.5	-2.9	5.5	1.1	9.9	1.1	-0.1	0.6
Cc1nnc(Sc2cc(NCCCO)c([N+](=O)[O-])c3nonc23)s1	-50.8	-23.7	-7.4	-21.1	1.7	-47.4	5.9	-0.2	0.8
CCCN1CCC(NC(=O)Nc2ccc(Br)cc2)CC1	-1.3	10.9	-0.7	17.5	-1.0	-28.5	-2.5	1.4	0.9
CCCn1c(N2CCC(Cc3ccccc3)CC2)nc2c1c(=O)[nH]c(=O)n2C	49.7	0.8	-17.7	2.7	0.9	4.1	-3.4	-2.1	-2.0
COc1ccc(CCn2nnnc2C(C(C)C)N2CCC(C(N)=O)CC2)cc1OC (stereo not drawn)	-1.3	1.3	4.3	3.2	-0.4	-9.5	13.3	2.3	1.3
O=C(O)c1ccc(/C=N/Nc2ccc(C(F)(F)F)cn2)cc1	1.0	4.2	0.5	13.7	-0.8	2.5	-2.6	0.5	0.3

The list goes on:
SMILES	CHOP inh	NPY2 pot ag	S1P4 antag	NPY-Y1 PAM-ag	S1P4 ag	EP2 mod	NPY Y1 blocker	zfTRPN1 agonist	TRPML3 ag
COc1ccc(CSc2nc(C)cc(C)c2S(C)(=O)=O)cc1	44.7	-12.8	-19.5	-22.9	0.0	3.5	9.1	1.1	0.2
CCc1ccccc1N(CC(=O)O)S(C)(=O)=O	4.0	4.3	-11.2	-13.0	1.8	-3.2	-3.1	0.7	0.5
COC(=O)c1ccccc1S(=O)(=O)N1CCC(C(=O)OC(C)C(=O)NC(N)=O)CC1 (stereo not drawn)	-13.9	7.5	-6.0	-11.1	1.4	9.0	-4.7	0.1	0.6
Cc1ccc(-n2c(C)cc(/C=N\NC(=O)CC(=O)NC(C)C)c2C)cc1	17.3	17.6	-22.8	8.8	0.8	-0.6	-3.0	-1.1	-0.3
COc1ccc(C)cc1NS(=O)(=O)c1cc(C)ccc1C	44.9	-8.0	25.9	-10.8	1.7	52.1	7.1	-1.8	0.9
NC(=O)NC(=O)CSc1nnc(-c2ccco2)n1Cc1ccccc1	21.9	3.5	-19.1	1.1	-0.2	-4.5	4.0	1.3	0.6
CC(C)(C)OC(=O)NCCc1nnc(SCc2ccc(Cl)cc2Cl)o1	43.6	-16.1	8.2	-6.2	-0.9	1.8	2.0	-1.6	-0.9
CNc1nc(-c2ccccc2)cc(C(F)(F)F)c1C#N	-18.1	-15.1	-2.8	-1.4	-0.6	12.6	-0.6	0.1	0.5
O=C(CNCC1CCCO1)Nc1ccccc1N1CCCCCC1 (stereo not drawn)	14.5	7.8	-7.3	20.9	0.0	62.0*	11.7	-1.3	-0.2
Cc1cc2nnc(SC3CCCCN(C(=O)c4ccc(F)cc4)C3=O)n2c2ccccc12 (stereo not drawn)	43.4	-4.1	4.6	-0.1	-0.8	6.4	0.2	0.1	-0.1
Cc1oc2ccc(O)cc2c1C(=O)c1ccc([N+](=O)[O-])cc1	27.4	21.6	-14.8	19.9	0.0	15.9	0.0	-0.7	-0.1
O=C1CC(=O)N(Cc2ccco2)C(=O)N1	-0.5	4.4	-13.0	17.9	-1.1	23.7	6.4	3.7	1.4
